# Screening data from PubChem BioAssay.
# ABCB6 inh MLPCN: blocks the human ABCB6 transporter; Q9NP58; K562-ABCB6 porphyrin accumulation, flow cytometry, 1 h; active compounds read low; fluorescence ratio to DMSO, % at 10 µM; actives 0.19% (n = 360,000); AID 602162;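 active = fluorescence ratio to DMSO below 75%, the collection mean minus 3 SD; inconclusive = too few cells collected in the well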;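 note: signal is porphyrin accumulated inside mitochondria; 100% equals median channel fluorescence of DMSO control wells; lower ratio means ABCB6 inhibition with less porphyrin fluorescence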
# aDG glyco act: increases alpha dystroglycan glycosylation. Pro5-aDG cells, alpha-DG glycosylation AlphaScreen (IIH6); 0% Pro5, 100% B10-LARGE cell signal. activation, % at 10 µM. actives 0.22% (n = 360,000). AID 624168;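 active = activation of at least 8% versus controls, or a plate z-score of at least 8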;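 note: Pro5 are CHO cells carrying HIG-tagged alpha-DG that lacks glycosylation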
# Granule exo inh: lytic granule exocytosis inhibition; TALL-104 LAMP-1 surface exposure, flow cytometry; cells stimulated with thapsigargin and PMA; inhibition, % at 10 µM; actives 0.66% (n = 360,000); AID 651702;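 active = inhibition above about 55%, limit read from the data; inconclusive = no clear call, values can overlap the other calls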
# iPSC survival up: increases survival of single human iPS cells; hiPSC single-cell survival, ATPlite luminescence; 100% = ROCK inhibitor wells, 0% = DMSO; survival enhancement, % at 20 µM; AID 602274; actives 0.044% (n = 360,000); in the data active = survival enhancement above about 18%;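 note: cells exposed to compounds for 16 hours before the ATP read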
# Glyco luc inh: blocks N-linked glycosylation in D54 reporter cells; D54 ERlucT glycosylation luciferase reporter, 24 h; percent of 100 nM tunicamycin response; reporter increase, % at 12.5 µM; actives 0.23% (n = 360,000);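 active = mean luciferase reporter signal, scaled so untreated is 0 and the glycosylation-blocking control 100, at or above a set limit in every replicate; inconclusive = mean reaches the limit but not every replicate does; inactive = mean below the limit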;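 note: luciferase carries N-glycosylation sites so blocking glycosylation raises the light; 0% = median of neutral control wells and 100% = median of 100 nM tunicamycin wells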
# MC4R antag cAMP: human MC4R antagonism in cAMP assay. MC4R-expressing cells, MTII-stimulated cAMP, LANCE TR-FRET. inhibition, % at 6.5 µM. actives 0.48% (n = 360,000). AID 540295;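 active = inhibition above its plate's cutoff, the mean of tested wells on that plate plus 3 SD, cut at about 29% in these data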;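 note: 0% = Melanotan II alone and 100% = Melanotan II plus saturating MCL0020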
#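 system = U2OS cells with stable human MC4R expression | also added = Melanotan II challenge after compound preincubation | dosing = one concentration, 6.5 µM nominal | incubation = compound 30 min, challenge 1 h, detection 1 h | measured by = TR-FRET with Eu-cAMP and labeled anti-cAMP, 671 nm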
# H9c2 protect: modulators protecting cardiomyocytes from myocardial damage; H9c2 cardiomyocytes, H2O2 injury protection, ATPLite, 2 h; protection from H2O2 cell death, % at 20 µM; actives 0.63% (n = 360,000);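 active = compounds giving at least 50% protection of heart cells from peroxide-induced death in the single-dose screen, raw or plate-pattern-corrected value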;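 note: 0% = DMSO wells with peroxide and 100% = DMSO wells without peroxide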
# m5-HT2A agonist: activates the mouse 5-HT2A serotonin receptor; activation, % at 7.6 µM; AID 624169; CHO-K1 mHTR2A beta-arrestin complementation, luminescence; percent of 30 µM serotonin response; actives 0.66% (n = 360,000);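 active = activation above a run cutoff, the mean activation of all tested compounds plus 3 SD, cut at about 14% in these data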;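 note: 0% = plate median of compound wells and 100% = 30 µM serotonin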
# MC4R barr agon: activates human MC4R beta-arrestin recruitment; U2OS MC4R beta-arrestin complementation, luminescence; percent of melanotan II response, DMSO zero; AID 540308; activation, % at 8.9 µM; actives 0.98% (n = 360,000); P32245;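 active = activation above a per-plate cutoff, the mean activation of sample wells on that plate plus 3 SD, cut at about 8% in these data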
# ABHD5 PLIN5 PPI: inhibitors of human ABHD5-perilipin-5 interaction. Q00G26+Q8WTS1. Split G. princeps luciferase complementation, luminescence, 4 h. inhibition, % at 4 µM. actives 0.78% (n = 360,000). AID 602281;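 active = inhibition above the mean inhibition across every tested compound plus 3 SD, cut at about 22% in these data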;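 note: 0% = DMSO only wells and the 100% control is not disclosed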
# Target sequence (Q00G26 whole entry, looked up): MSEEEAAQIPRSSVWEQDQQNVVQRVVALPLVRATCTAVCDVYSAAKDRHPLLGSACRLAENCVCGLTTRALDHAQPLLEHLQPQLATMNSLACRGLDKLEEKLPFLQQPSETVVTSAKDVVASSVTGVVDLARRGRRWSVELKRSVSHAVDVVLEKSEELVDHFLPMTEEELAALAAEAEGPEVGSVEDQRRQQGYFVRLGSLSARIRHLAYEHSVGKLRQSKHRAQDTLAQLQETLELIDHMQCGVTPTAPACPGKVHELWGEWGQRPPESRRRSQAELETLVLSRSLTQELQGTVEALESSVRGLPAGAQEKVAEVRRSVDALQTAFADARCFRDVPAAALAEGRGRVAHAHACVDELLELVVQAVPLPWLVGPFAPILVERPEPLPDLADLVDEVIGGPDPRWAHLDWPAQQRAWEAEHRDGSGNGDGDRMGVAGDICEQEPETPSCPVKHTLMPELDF
# Target sequence (Q8WTS1 whole entry, looked up): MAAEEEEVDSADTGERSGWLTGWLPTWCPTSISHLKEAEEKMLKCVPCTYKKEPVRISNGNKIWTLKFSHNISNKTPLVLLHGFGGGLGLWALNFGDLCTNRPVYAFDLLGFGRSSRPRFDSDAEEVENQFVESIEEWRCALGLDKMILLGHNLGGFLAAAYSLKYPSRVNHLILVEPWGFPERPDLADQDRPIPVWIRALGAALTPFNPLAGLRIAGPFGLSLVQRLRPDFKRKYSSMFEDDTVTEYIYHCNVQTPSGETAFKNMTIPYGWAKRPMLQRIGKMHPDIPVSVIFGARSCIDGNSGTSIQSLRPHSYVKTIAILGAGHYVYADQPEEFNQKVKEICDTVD
# * hit, by the source's call; ? = inconclusive; nt = not tested or not shown.
SMILES,ABCB6 inh MLPCN,aDG glyco act,Granule exo inh,iPSC survival up,Glyco luc inh,MC4R antag cAMP,H9c2 protect,m5-HT2A agonist,MC4R barr agon,ABHD5 PLIN5 PPI
CCCc1cc(=O)n2[nH]c(C)nc2n1,103.0,-0.1,-3.1,4.5,-0.2,9.3,2.0,-0.6,0.1,-5.3
Cc1ccc(-n2cccc2C(=S)N=P(N(C)C)(N(C)C)N(C)C)cc1,94.0,1.0,-3.0,-1.5,?,-8.6,-14.7,13.7,-1.5,-12.3
CCOc1cc2[nH]c(=O)n(CCCCC(=O)NCc3ccco3)c(=O)c2cc1OCC,94.0,0.0,-5.4,5.7,1.3,0.1,6.1,-2.7,-0.5,-4.1
COc1ccc2c(Cl)cc(NC(=O)Nc3c(C)cccc3C)nc2c1,110.0,0.7,-5.1,-1.0,5.3,7.5,-8.1,1.8,-1.2,-6.0
O=C(Cc1ccc(Cl)cc1)Nc1ccccc1N1CCOCC1,106.0,0.3,-0.8,6.6,-3.8,10.0,0.8,1.6,2.0,-0.3
Cc1ccccc1C(=O)O/N=C1\CCS(=O)(=O)c2sccc21,100.0,-0.5,-6.1,-0.8,1.0,1.1,-5.8,4.2,0.2,2.1
COC(=O)c1ccccc1NC(=O)C1CC(c2ccccc2O)=NO1 (stereo not drawn),94.0,0.6,-2.8,-0.5,-3.3,6.2,-5.3,3.7,13.8*,7.9
O=C1/C(=C/c2ccc([N+](=O)[O-])cc2)C=C(c2ccccc2)N1c1ccccc1,637.0,0.0,1.8,-4.0,-2.7,-3.0,-0.4,-0.4,0.7,4.8
Cc1ccc(NC(=O)CSc2nncs2)cc1Cl,?,-0.1,3.9,-0.3,1.1,-2.7,-2.5,-6.9,-0.2,-8.8
O=C(Nc1ccc([N+](=O)[O-])cc1)C1C(c2ccccc2)=C1c1ccccc1,96.0,0.1,-2.1,1.0,-8.2,16.2,-5.5,-2.9,2.7,-6.6
NC(=O)C1CCN(S(=O)(=O)c2ccccc2[N+](=O)[O-])CC1,99.0,-0.1,-15.1,-0.5,1.4,3.2,6.7,2.3,-1.8,5.6
CC(=O)c1ccc(Oc2cc(C(F)(F)F)cnc2C(N)=O)cc1,104.0,0.3,-0.1,0.3,0.8,4.2,2.2,-2.9,0.3,2.1
Clc1ccc(OCc2cn3ccccc3n2)c2ncccc12,101.0,0.3,-1.9,-0.9,-1.4,26.1,26.4,0.5,0.8,1.1
COCCCNc1nc2c(c(=O)n(C)c(=O)n2C)n1Cc1cccc(OC)c1,96.0,0.0,-1.9,4.0,1.7,2.6,2.2,2.3,-1.9,9.0
N#Cc1c(N)nc2c(c1-c1ccc3c(c1)OCO3)CCc1ccccc1-2,111.0,1.2,-1.6,-2.1,10.5,20.4,-7.8,-2.6,-1.3,-2.0
CC(C)NC(=S)NC(c1ccccc1)(c1ccccc1)c1ccccc1,96.0,0.1,-4.1,0.1,-6.9,16.3,-9.8,-2.8,0.5,5.5
O=C(CCS(=O)(=O)c1ccc(Br)cc1)N1CCCCCC1,98.0,-0.5,-19.2,-0.2,1.1,-4.5,-5.6,3.8,-2.6,1.7
O=C(NCc1ccccn1)C(=O)Nc1ccccc1,97.0,0.0,0.1,-0.3,1.3,9.5,1.4,-2.2,1.0,-1.0
O=C(NC(Cc1c[nH]c2ccccc12)C(=O)O)/C(=C/c1ccco1)NC(=O)c1ccccc1 (stereo not drawn),97.0,0.1,-0.7,-1.3,-0.3,-5.0,-1.1,5.8,-0.3,3.0
CCc1ccc2nc(/N=C(\N)NC(=O)c3ccccc3)nc(C)c2c1,94.0,0.2,-2.6,-0.5,2.7,-0.8,11.4,1.6,0.1,6.2
C(=N\n1cnnc1)/c1ccccc1OCCOc1ccccc1,99.0,0.1,1.5,-1.2,2.4,6.2,8.1,2.6,-2.2,-1.4
COC(=O)C(NC(=O)c1ccccc1C)(Nc1ncc(S(=O)(=O)c2ccc([N+](=O)[O-])cc2)s1)C(F)(F)F (stereo not drawn),101.0,0.3,0.7,1.8,0.1,-1.0,-3.1,-8.8,-2.3,0.1
Cc1cccc2sc(NC(=O)CN3C(=O)c4ccccc4C3=O)nc12,89.0,0.2,4.9,-1.0,-1.7,1.6,5.4,1.7,3.2,-2.6
O=C(CCc1ccc(S(=O)(=O)NC2CCCCC2)cc1)Nc1ccccc1,80.0,0.3,3.9,-2.0,-3.3,5.5,-23.3,-3.2,-0.6,-8.0
Cc1ccccc1OCC(O)Cn1c(NCc2ccco2)nc2c1c(=O)n(C)c(=O)n2C (stereo not drawn),96.0,0.2,1.6,2.1,-0.6,23.9,-2.1,-5.4,0.2,-3.8

# Overlap with the part before: 5 entries; new compounds follow.
SMILES,ABCB6 inh MLPCN,aDG glyco act,Granule exo inh,iPSC survival up,Glyco luc inh,MC4R antag cAMP,H9c2 protect,m5-HT2A agonist,MC4R barr agon,ABHD5 PLIN5 PPI
C(=N\n1cnnc1)/c1ccccc1OCCOc1ccccc1,99.0,0.1,1.5,-1.2,2.4,6.2,8.1,2.6,-2.2,-1.4
COC(=O)C(NC(=O)c1ccccc1C)(Nc1ncc(S(=O)(=O)c2ccc([N+](=O)[O-])cc2)s1)C(F)(F)F (stereo not drawn),101.0,0.3,0.7,1.8,0.1,-1.0,-3.1,-8.8,-2.3,0.1
Cc1cccc2sc(NC(=O)CN3C(=O)c4ccccc4C3=O)nc12,89.0,0.2,4.9,-1.0,-1.7,1.6,5.4,1.7,3.2,-2.6
O=C(CCc1ccc(S(=O)(=O)NC2CCCCC2)cc1)Nc1ccccc1,80.0,0.3,3.9,-2.0,-3.3,5.5,-23.3,-3.2,-0.6,-8.0
Cc1ccccc1OCC(O)Cn1c(NCc2ccco2)nc2c1c(=O)n(C)c(=O)n2C (stereo not drawn),96.0,0.2,1.6,2.1,-0.6,23.9,-2.1,-5.4,0.2,-3.8
CN/C=C1\C(=O)C(C)(C)Oc2ccc3ccc(=O)oc3c21,104.0,0.0,0.2,1.3,4.5,9.4,11.2,-3.8,-1.6,0.7
COc1cccc(N2CCN(C(=O)CSc3ccc(F)cc3)CC2)c1,102.0,-0.1,-2.7,0.6,-0.2,-0.9,2.2,3.9,-1.7,3.1
CN=C1S/C(=C\c2ccc(O)c(OC)c2)C(=O)N1C,95.0,-0.1,7.9,-0.6,-1.1,-23.8,-2.2,-4.0,-1.1,13.7
CC1=CC(=O)C2=C(C)CCC3C(C)C(=O)OC3C12 (stereo not drawn),103.0,-0.1,-6.7,-3.0,-3.9,12.6,-9.1,2.5,-1.0,-8.9
COc1ccc(N2CCN(CCNC(=O)c3ccc(NC(=O)C4CCCO4)cc3)CC2)cc1 (stereo not drawn),96.0,-0.1,-2.9,1.5,0.5,-1.0,19.8,-5.0,0.5,3.2
Cn1cnnc1SCC(=O)N/N=C/c1ccc(OCC(N)=O)cc1,92.0,0.1,-1.8,-0.1,-0.5,6.6,1.0,-0.4,0.8,4.9
O=C(c1ccccc1)N1CC(COc2ccccc2)OC(c2cccnc2)O1 (stereo not drawn),95.0,-0.2,-1.7,-2.8,-0.6,18.6,6.2,1.0,0.0,1.1
Cc1ccc(S(=O)(=O)NCc2ccc(C(=O)N3CCN(c4ccc([N+](=O)[O-])cc4)CC3)cc2)cc1,96.0,1.3,39.7,0.3,-10.0,13.1,-7.0,4.9,-3.2,3.5
CC(Sc1nc(-c2ccccc2)c(-c2ccccc2)[nH]1)C(=O)NCC1CCCO1 (stereo not drawn),99.0,0.0,-2.5,-0.5,-2.0,6.8,5.0,-10.9,0.6,-5.1
CCN(CC)C(=O)CCS(=O)(=O)c1cccc2nonc12,98.0,0.3,-1.0,-0.9,-0.2,-4.5,0.4,3.7,-0.5,10.1
CCN1C(=O)N[C@@H](c2ccc(Br)cc2)C(C(C)=O)=C1C,100.0,-0.1,-1.3,1.0,-0.7,4.8,2.5,4.7,-1.6,-1.3
CCOC(=O)[C@]12CCC=C1N(Cc1ccco1)C(=O)[C@H](CC(=O)NCc1ccc(C)o1)C2,97.0,0.1,-3.6,-0.6,nt,nt,nt,7.2,nt,12.3
COc1cc2[nH]c(C(=O)NCC3CCCO3)cc2c(OC)c1OC (stereo not drawn),101.0,0.1,-3.6,0.2,3.1,5.9,-3.8,-9.3,-0.1,-1.4
O=C(COC(=O)/C=C/c1cccs1)Nc1ccc(F)cc1,101.0,-0.2,16.4,3.9,0.1,-1.4,0.3,-1.5,1.6,-3.9
Nc1cc(=O)[nH]c(SCC(=O)Nc2cccc(S(=O)(=O)N3CCCCCC3)c2)n1,91.0,0.0,2.9,3.5,0.3,-2.8,-2.8,3.2,-2.8,2.2
CC(=O)N1CCN(c2ccccc2NC(=O)c2ccc3ccccc3c2)CC1,93.0,-0.1,17.1,-0.7,0.6,4.4,8.9,-6.8,0.1,1.8
c1ccc2c(c1)Cc1cc3ccccc3nc1-2,92.0,0.2,-1.7,-0.4,-5.2,-3.1,-8.8,5.8,-0.1,-12.9

# Laid out differently: four of the compounds above
SMILES | ABCB6 inh MLPCN | aDG glyco act | Granule exo inh | iPSC survival up | Glyco luc inh | MC4R antag cAMP | H9c2 protect | m5-HT2A agonist | MC4R barr agon | ABHD5 PLIN5 PPI
CC(=O)N1CCN(c2ccccc2NC(=O)c2ccc3ccccc3c2)CC1 | 93.0 | -0.1 | 17.1 | -0.7 | 0.6 | 4.4 | 8.9 | -6.8 | 0.1 | 1.8
COc1cc2[nH]c(C(=O)NCC3CCCO3)cc2c(OC)c1OC (stereo not drawn) | 101.0 | 0.1 | -3.6 | 0.2 | 3.1 | 5.9 | -3.8 | -9.3 | -0.1 | -1.4
Cc1ccc(S(=O)(=O)NCc2ccc(C(=O)N3CCN(c4ccc([N+](=O)[O-])cc4)CC3)cc2)cc1 | 96.0 | 1.3 | 39.7 | 0.3 | -10.0 | 13.1 | -7.0 | 4.9 | -3.2 | 3.5
CN/C=C1\C(=O)C(C)(C)Oc2ccc3ccc(=O)oc3c21 | 104.0 | 0.0 | 0.2 | 1.3 | 4.5 | 9.4 | 11.2 | -3.8 | -1.6 | 0.7

# Compounds as they come. Share with any hit: about 4.5%.
